VIM-2 inhibitor – VIM-2 metallo-beta-lactamase inhibitors, primary screen, biochemical, epi-absorbance readout, Pseudomonas aeruginosa enzyme; purified VIM-2, nitrocefin hydrolysis, epi-absorbance fluorescence; 290,000 compounds, 0.89% hits; AID 1527, 2009; inhibition, % at 5.6 µM;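 active = inhibition above the mean of all tested compounds plus 3 SD, cutoff set per screening run, cut at about 7.5% in these data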;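 also: red hydrolysis product quenches plate fluorescence so inhibitors raise well fluorescence; 0% = enzyme with DMSO and 100% = DMSO without enzyme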
HCV NS3 hel inh – inhibitors of HCV NS3 helicase, primary screen, biochemical, Cy5 molecular beacon fluorescence; Hepatitis C virus NS3 helicase; NS3 helicase DNA unwinding; inhibition, % at 10.9 µM; 290,000 compounds, 0.56% hits;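 active = inhibition above the mean of all tested compounds plus 3 SD, set per campaign, cut at about 35% in these data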;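 also: 0% = DMSO wells and 100% = thioflavine S control wells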
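Test system: hepatitis C virus NS3 helicase domain fragment enzyme. Also added: annealed dual-labelled DNA beacon duplex, ATP-started. Timing: 60 min unwinding reaction at 25 °C after ATP addition. Technique: Cy5 fluorescence. Measure: % inhibition of unwinding.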
IDE inh – human IDE inhibitors in live cells, primary screen, fluorescence polarization, HEK cells, FAbetaB substrate; Insulin-degrading enzyme (Homo sapiens), P14735; FAbetaB cleavage; inhibition, % at 5.59 µM; 320,000 compounds, 0.41% hits; AID 434962, 2010;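 active = percent inhibition above the average of all tested compounds plus 3 SD, set per screening campaign, cut at about 16% in these data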;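 also: IDE supplied by intact live HEK cells; FP after avidin binding of uncleaved biotin substrate so inhibition keeps polarization high; 0% = DMSO wells and 100% = 60 µM reference IDE inhibitor Ii1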
IMP-1 inhibitor – IMP-1 metallo-beta-lactamase inhibitors, primary screen, biochemical, epi-absorbance readout, Pseudomonas aeruginosa enzyme. metallo-beta-lactamase IMP-1 (Pseudomonas aeruginosa). purified IMP-1, nitrocefin hydrolysis, epi-absorbance fluorescence. inhibition, % at 5.6 µM. 290,000 compounds, 0.45% hits. AID 1556, 2009;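 active = inhibition above the mean plus 3 SD of all compounds in the same screening run, cut at about 4.5% in these data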;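 also: 0% = IMP-1 with DMSO and 100% = DMSO wells lacking enzyme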
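System: Purified recombinant IMP-1 metallo-beta-lactamase enzyme | Measured by: Fluorescence quenching readout, ex 480/em 530 nm | Replication: Singlicate | Incubation: 15 min preincubation plus 25 min reaction at 25 °C | Evaluation: Percent inhibition from optical density relative to buffer-blank wells | Benchmarks: DMSO with and without IMP-1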
DNA FID counter – compounds displacing fluorescent DNA intercalator, primary screen, artefact control for HCV NS3 helicase inhibitor project, biochemical, FID fluorescence; DNA fluorescent intercalator displacement; inhibition, % at 7.9 µM; 290,000 compounds, 0.17% hits; in the data active = inhibition above about 37%;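 also: 0% = vehicle and 100% = reference compound; higher means more ethidium bromide displaced from hairpin DNA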
IDE cell activ – human IDE activators in live cells, primary screen, fluorescence polarization, HEK cells, FAbeta-B substrate | Insulin-degrading enzyme (Homo sapiens), P14735 | FAbeta-B cleavage; 0% vehicle, 100% cell-free pure enzyme wells | activation, % at 5.96 µM | 340,000 compounds, 0.073% hits;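 active = activation above the mean of all tested compounds plus 3 SD, set per screening campaign, cut at about 17% in these data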
p-CIP stab down – p/CIP-EGFP fusion destabilizers, primary screen, fluorescence, F442A cells; Q05BA5; 16 h; 290,000 compounds, 0.01% hits; AID 1984, 2009; decrease of EGFP signal, % at 10 µM;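 active = EGFP signal decrease of at least 30% at 10 µM or well 3 SD below plate mean, unless failing retest; inactive = the rest, including hits failing retest or dose response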; also: some compounds called inactive have numbers as strong as hits; many of its hits are not listed in these tables
M18AAP inhibitor – PfM18AAP inhibitors, malaria aminopeptidase, primary screen, biochemical, QFRET, recombinant enzyme; 290,000 compounds, 1.2% hits; H-Glu-NHMec fluorogenic cleavage; inhibition, % at 7.35 µM;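 active = inhibition above the campaign mean inhibition over all tested compounds plus 3 SD, cut at about 28% in these data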;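 also: 0% = plate median of test compound wells and 100% = 2 mM ZnCl2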
UBC9 SUMO inh – inhibitors of in vitro SUMOylation cascade, primary screen, biochemical, HTRF, uHTS; inhibition, % at 35 µM; HTRF SUMOylation assay, SAE1/SAE2 + UBC9; SUMO-conjugating enzyme UBC9 (Homo sapiens), P63279; 290,000 compounds, 0.36% hits; in the data active = inhibition above about 50%, passing the limit was not always enough; also: strong numbers were not always called active
Target sequence (P63279 whole entry, looked up): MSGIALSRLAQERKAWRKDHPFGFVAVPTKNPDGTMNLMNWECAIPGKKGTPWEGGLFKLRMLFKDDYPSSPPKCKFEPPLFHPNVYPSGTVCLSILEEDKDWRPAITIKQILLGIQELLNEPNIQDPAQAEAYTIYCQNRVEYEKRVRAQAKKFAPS
An asterisk follows results filed as active; nt = no result given.

SMILES	VIM-2 inhibitor	HCV NS3 hel inh	IDE inh	IMP-1 inhibitor	DNA FID counter	IDE cell activ	p-CIP stab down	M18AAP inhibitor	UBC9 SUMO inh
O=C(Nc1ccccc1NC(=O)c1ccccc1Cl)c1ccccc1Cl	0.4	-3	4	0.6	-7	1	-5	1	0
O=C1c2ccccc2C(=O)N1CCN1CCOCC1	0.8	3	2	-2.0	3	0	-15	-5	22
Cc1ccnc(N2C(=O)c3cccc4c([N+](=O)[O-])ccc(c34)C2=O)c1	-1.7	-5	16	1.1	2	-3	-14	-1	15
CCCCNC(=O)N1CCN(C/C=C/c2ccccc2)CC1	0.0	-12	-1	0.1	-8	2	1	-3	0
CC(=O)NC1=NN(C(C)=O)C(C)(CCS(=O)(=O)c2ccc(Cl)c(Cl)c2)S1 (stereo unspecified)	-3.5	5	-12	-4.2	-10	4	1	4	6
N#Cc1c(SCC(=O)Nc2cccc(C(F)(F)F)c2)sc2c(O)cc(=O)[nH]c12	-1.0	6	5	-1.5	14	-3	-1	7	-5
O=C(NCc1ccc(Cl)s1)C1CCC(=O)N(CCc2ccccn2)C1 (stereo unspecified)	-1.1	5	7	-2.9	-7	1	-5	5	7
O=C(COC(=O)c1cc(Cl)ccc1Cl)NC1CCCC1	-1.2	2	0	-2.8	-11	1	-1	-4	-4
Cc1ccc(NC(=O)C2CCN(S(=O)(=O)c3ccc(F)cc3)CC2)cc1	-2.5	-2	0	-7.2	-17	-3	9	-6	-4
S=c1[nH]nc(-c2ccccc2)n1/N=C/c1ccc(Cl)cc1	-1.9	-1	nt	-2.5	-27	-3	0	20	10
CCc1cc(=O)oc2cc(C)cc(OCC(=O)N3CCC[C@@H]3C(=O)O)c12	15*	3	2	-5.8	-13	-2	1	0	39
O=C(NCC(c1cccs1)N1CCOCC1)c1ccccc1NS(=O)(=O)c1ccc(Br)cc1 (stereo unspecified)	0.5	9	0	1.2	-36	-4	-11	-2	8
Cc1cccc(Cn2cnc3c(nnn3Cc3ccccc3F)c2=O)c1	-3.2	3	-2	-5.9	-23	-9	11	-13	18
O=C(Nc1ccccc1C(=O)N1CCCCC1)C1CCCCC1	-2.2	2	2	-1.7	-1	-7	-8	6	-7
Cn1nc(-c2ccccc2)c(/C=N/O)c1Cl	-0.2	6	-3	-3.8	-2	7	-12	5	22
O=C(c1ccc(Br)cc1)C1CCc2occc2C1=O (stereo unspecified)	1.8	18	8	-2.0	-8	1	-19	25	30
CCOC(=O)N1CCC(N2CCN(S(=O)(=O)CC)CC2)CC1	0.4	-2	1	-0.5	10	1	-10	-10	-11
COc1cc2c(cc1[N+](=O)[O-])n(C(C)C)c(=O)n2C(C)C	-2.1	8	-1	-2.2	-6	-2	20	-14	-8
COc1ccc2c(c1)C(c1cccs1)=NNC(c1cccnc1)=N2	-5.1	0	3	-3.3	-7	9	-10	6	1
O=S(=O)(Nc1ncn[nH]1)c1ccc(Cl)cc1	-1.5	-1	3	-4.7	-1	1	-11	59*	17
O=C(Cc1ccc(NS(=O)(=O)c2ccc(F)cc2)cc1)NCc1ccccc1	0.2	0	-2	-3.0	-14	-3	3	5	-10
O=C(NC1=NCCS1)c1ccc(Cl)c(S(=O)(=O)N2CCCCC2)c1	-1.7	1	3	-6.5	-17	5	12	4	11
Cc1cc(Cl)nc(-c2ccccc2)n1	-2.6	7	5	-1.1	-3	6	-8	-2	-3
C#Cc1cccc(C(=O)N2CCCC(CCC(=O)NCc3ccccc3F)C2)c1 (stereo unspecified)	-0.5	-5	0	-2.4	-34	4	-5	1	7
CC1=C(C(=O)Nc2ccc(C)cn2)C(c2cnn(C)c2)C2=C(CCCC2=O)N1 (stereo unspecified)	-3.6	2	-1	-1.8	-6	0	-5	3	19
CCOP(=O)(OCC)C(Nc1ccc(OC)cc1)c1ccco1 (stereo unspecified)	0.3	17	-4	-1.8	-4	3	-3	-8	0
CCC(SC1=Nc2ccccc2C2=NC(CC(C)C)C(=O)N12)C(=O)Nc1ccc2c(c1)OCO2 (stereo unspecified)	2.6	-3	-6	-0.6	-19	4	-19	22	20
O=C(NC(=S)Nc1nc2c(s1)CCCC2)c1ccccc1	-3.4	5	8	-6.3	0	5	-5	-6	23
CCCC(=O)Nc1sc(Cc2ccccc2)c(C)c1C(N)=O	-3.5	-1	6	-1.2	-10	-6	-7	15	16
CC(=O)Nc1ccc(S(=O)(=O)NCCCCNS(=O)(=O)c2ccc(NC(C)=O)cc2)cc1	-1.0	10	-1	-4.5	-4	3	3	3	-10
COc1ccc(NC(=O)Nc2cccc3ccccc23)cc1OC	-3.1	-4	6	-2.6	-24	3	1	-2	12
CCOC(=O)N/N=C/c1ccccc1OCc1ccc(Cl)cc1	-0.3	-15	3	-4.1	-28	2	-13	-8	-2
COc1ccc(N(CC(=O)NCc2ccc(F)cc2)C(=O)CCC(=O)Nc2nccs2)cc1	-0.6	1	6	-1.8	-36	-1	-12	-17	2
CCn1c(SCC(=O)Nc2cc(C)on2)nnc1-c1ccc(S(=O)(=O)N2CCCC2)cc1	-3.1	10	2	-1.6	-10	2	-3	3	6
O=C(CN(C(=O)CCC(=O)Nc1nccs1)c1ccc(F)cc1)NCc1ccc(F)cc1	-2.5	-2	4	1.1	-37	-5	-19	4	-12
Cc1ccc(S(=O)(=O)/C=C/c2ccccc2)cc1	-6.1	-8	2	-4.6	-7	2	5	-1	-4
O=c1[nH]c2ccc(S(=O)(=O)N3CCCCC3)cc2o1	-0.5	-2	2	0.8	3	3	3	9	2
COC(=O)c1sc(-c2ccccc2)cc1NC(=O)C1CC1	0.3	4	3	-2.6	-1	5	3	-1	4
COCCOC(=O)C1=C(C)NC(=O)NC1c1c(OC)ncnc1OC (stereo unspecified)	-2.1	1	-2	-4.0	-4	5	-23	1	17
CC(=O)Nc1ccc(OCC(O)Cn2ccnc2C)cc1 (stereo unspecified)	-1.6	15	-1	-2.9	-1	2	1	-1	9
COc1cccc(-c2csc(N3CCN(C(=S)Nc4cccc(Cl)c4)CC3)n2)c1	-0.1	-14	10	-2.3	2	-13	-12	-4	-20
O=C1/C(=C/c2ccncc2)CCC/C1=C\c1ccncc1	1.9	-22	nt	0.3	-7	1	0	5	1
CCc1ccc(NC(=O)CSc2nc3cc(C(=O)OC)ccc3c(=O)n2CC2CCCO2)cc1 (stereo unspecified)	-0.6	-2	5	0.0	0	3	0	1	3
Cc1nc(SC(C)C(=O)Nc2cccc(C(F)(F)F)c2)c2c(C)c(C(=O)O)sc2n1 (stereo unspecified)	-0.4	24	-2	-2.2	-29	9	2	0	-55
Cc1c(C(=O)N2CCOCC2)sc(NC(=O)c2ccc3c(c2)OCO3)c1C#N	-1.0	23	0	-1.8	-12	-2	2	1	10
COc1ccc(CC(=O)NCc2nnc(SCC(=O)c3ccc(OC)cc3)n2C)cc1	-1.9	3	1	-3.0	-16	-2	-4	-2	11
CCOc1ccc(NC(=O)CSc2nnc(-c3ccccn3)n2N)cc1	-2.6	-9	7	-1.2	-9	5	-13	9	-1
COc1ccc(N2C(=O)NC(NS(=O)(=O)c3ccccc3)(C(F)(F)F)C2=O)cc1 (stereo unspecified)	-3.7	4	0	-1.9	1	-2	6	3	6

Some of the entries so far, as a markdown table:
| SMILES | VIM-2 inhibitor | HCV NS3 hel inh | IDE inh | IMP-1 inhibitor | DNA FID counter | IDE cell activ | p-CIP stab down | M18AAP inhibitor | UBC9 SUMO inh |
| --- | --- | --- | --- | --- | --- | --- | --- | --- | --- |
| CCC(SC1=Nc2ccccc2C2=NC(CC(C)C)C(=O)N12)C(=O)Nc1ccc2c(c1)OCO2 (stereo unspecified) | 2.6 | -3 | -6 | -0.6 | -19 | 4 | -19 | 22 | 20 |
| O=C(NC(=S)Nc1nc2c(s1)CCCC2)c1ccccc1 | -3.4 | 5 | 8 | -6.3 | 0 | 5 | -5 | -6 | 23 |
| CCCC(=O)Nc1sc(Cc2ccccc2)c(C)c1C(N)=O | -3.5 | -1 | 6 | -1.2 | -10 | -6 | -7 | 15 | 16 |
| CC(=O)Nc1ccc(S(=O)(=O)NCCCCNS(=O)(=O)c2ccc(NC(C)=O)cc2)cc1 | -1.0 | 10 | -1 | -4.5 | -4 | 3 | 3 | 3 | -10 |
| COc1ccc(NC(=O)Nc2cccc3ccccc23)cc1OC | -3.1 | -4 | 6 | -2.6 | -24 | 3 | 1 | -2 | 12 |
| CCOC(=O)N/N=C/c1ccccc1OCc1ccc(Cl)cc1 | -0.3 | -15 | 3 | -4.1 | -28 | 2 | -13 | -8 | -2 |
| COc1ccc(N(CC(=O)NCc2ccc(F)cc2)C(=O)CCC(=O)Nc2nccs2)cc1 | -0.6 | 1 | 6 | -1.8 | -36 | -1 | -12 | -17 | 2 |
| CCn1c(SCC(=O)Nc2cc(C)on2)nnc1-c1ccc(S(=O)(=O)N2CCCC2)cc1 | -3.1 | 10 | 2 | -1.6 | -10 | 2 | -3 | 3 | 6 |
| O=C(CN(C(=O)CCC(=O)Nc1nccs1)c1ccc(F)cc1)NCc1ccc(F)cc1 | -2.5 | -2 | 4 | 1.1 | -37 | -5 | -19 | 4 | -12 |
| Cc1ccc(S(=O)(=O)/C=C/c2ccccc2)cc1 | -6.1 | -8 | 2 | -4.6 | -7 | 2 | 5 | -1 | -4 |

Other structures follow:
SMILES	VIM-2 inhibitor	HCV NS3 hel inh	IDE inh	IMP-1 inhibitor	DNA FID counter	IDE cell activ	p-CIP stab down	M18AAP inhibitor	UBC9 SUMO inh
O=C(CN1C(=O)c2ccc([N+](=O)[O-])cc2C1=O)NCc1ccc(C(=O)O)cc1	-1.9	5	-4	-1.5	-1	6	-12	4	-7
CN(C(=O)CN1CCC(NC(=O)c2ccccc2Br)CC1)C1CCCCC1	-4.8	1	5	-3.9	-4	1	-5	-3	0
O=C(O)c1ccccc1Oc1ccc(Oc2ccccc2)cc1	-0.2	16	0	-1.9	-34	-5	1	-12	21
CCn1c(SCc2cccnc2)nnc1-c1c[nH]c2ccccc12	-0.1	-5	-2	-4.4	-16	6	-9	5	1
COc1ccc(OC(=O)COc2cccc(C)c2)cc1	-3.5	-4	2	-4.1	-9	3	6	6	-2
CC1(C)NC(=O)N(CCCCOc2ccc(Br)cc2Cl)C1=O	-1.6	-8	0	-4.1	-16	0	-6	3	5
Cc1[nH]c2ccc(-c3n[nH]c(=S)n3Cc3ccccc3)cc2c1C	1.0	-7	-1	-3.1	-16	-9	5	12	4
COC(=O)c1ccccc1NC(=O)NCc1ccco1	-6.2	5	-1	-2.1	-2	4	-6	-1	-1
CC1(C)Cc2c(sc(NC(=O)C(=O)N3CCCC3)c2C#N)CO1	-1.3	-4	-9	-2.1	-29	2	3	3	11

Bioassay records: PubChem, several laboratories

No enrichment for hits (roughly 3.6% active in at least one column).
